IkB sig inh: inhibitors of IkB signaling in ABC-DLBCL cells. ABC-DLBCL IkBa-CBG/CBR dual luciferase ratio, 4 h; response scale: scaled: untreated 0%, proteasome inhibitor 100%. Potency, µM (series often up to 57.1 µM), for inactives: at the top dose IkBa stabilization activation. 110,000 tested, 0.04% active; active = well fitted curve in the direction sought with a large enough effect in the signal ratio, not every such curve was filed as active; inconclusive = small, poorly fitted or top-dose-only effect, or a change in a side signal; the % refers to the signal ratio;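 also: the direction sought is a rising ratio; 0% = basal untreated cells and 100% = reference inhibitor full response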
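In this assay, an IκBα–CBG68 fusion accumulates when IKK-driven degradation is blocked; native CBR normalizes for cell number. OCI-Ly3 cells were treated 4 h with compound and doxycycline, then green and red light read after Chroma-Glo addition.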
p53ts 32C kill: cytotoxicity in p53ts cells at permissive temperature | H1299-p53A138V at 32C, ATP luminescence viability, 24 h | Potency, µM (series often up to 46.1 µM), inactives show top-dose activity change, negative = cytotoxicity, hits mostly cytotoxic | 130,000 tested, 0.93% active | AID 924;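 also: 0% = DMSO and -100% = full killing by reference compound; nearly all actives have a fitted effect of over 55% in size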
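ATP-content luminescence (ATPlite) read-out after 24 h compound exposure at 32C in H1299-p53A138V cells (600/well). Tested up to 46 uM. Normalized to DMSO (0%) and 100 uM tamoxifen (100% killing); Hill-fit AC50.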
Peg3 imprint: genomic imprint erasure induction. AID 1948. 110,000 tested, 0.02% active. mouse ES Peg3-LacZ reporter, beta-gal luminescence, 40 h. Potency, µM (series often up to 60.7 µM), without a hit: at the top dose activity change, positive = activation, hits mostly activators;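 also: 0% = negative control wells on the plate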
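Readout: BetaGlo luminescence (5 min, room temp) for LacZ from the normally silent maternal Peg3 allele in female Peg3LacZ-Neo ES cells. Cells 300/well, 40 h, 37C, 5% CO2. Data normalized per plate to negative controls.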
p53ts 39C kill: kills p53ts cells at the nonpermissive temperature. H1299-p53A138V viability at 39C, ATP luminescence, 24 h. Potency, µM (highest dose often 46.1 µM), inactives show at the top dose activity change, negative = cell killing, hits mostly cytotoxic. 130,000 tested, 1.5% active; also: nearly all actives have a fitted effect of over 55% in size
Starred values were filed as active, the others as inactive; ? = inconclusive; . = no result given; [ ] = another dose, or the depositor's remark. Unless noted, calls follow the shape of the dose curve; as a rule, active = well fitted curve in the direction sought with a large enough effect; inconclusive = small, poorly fitted or top-dose-only effect, or another doubt; inactive = no such curve, though single readings can be large; an effect the other way counts as inactive or inconclusive. Unless noted, % is scaled to controls: 0 for no effect and ±100 for the full control effect; potency is read from the fitted curve at half-maximal effect. Compounds as they come; 1.7% or so of the library scored in one or more.

SMILES	IkB sig inh	p53ts 32C kill	Peg3 imprint	p53ts 39C kill
CCC(=O)N1CCc2cc(Br)cc(S(=O)(=O)N3CCN(c4ccc(C)cc4)C(C)C3)c21 (configuration not stated)	2.8%	5%	-5%[10.9 µM]	12%
Cn1c2ccccc2c2c(C(=O)N3CCN(c4ccccn4)CC3)cn(C3CCCC3)c(=O)c21	?	2%	-8%	-2%
CCOC(=O)c1ccc(NC(=O)C(C)NS(=O)(=O)c2ccc(OC)cc2)cc1 (configuration not stated)	-1.8%	2%	3%	-3%
S=C1NNC2(NN1)C1CC3CC(C1)CC2C3	.	4%	.	-7%
CCCCOC(=O)c1ccc(-n2nnc3c(sc4nc(C)cc(C)c43)c2=O)cc1	?	9%	-16%[10.9 µM]	4%
CCCn1c(SCC(=O)NC(C)(C)C)nnc1C(C)C	-0.8%	-1%	-7%	3%
CCOCCO	0.2%	-17%[1.84 µM]	0%	4%
N#CCCn1ccc(NC(=O)c2ccc(Cl)cc2)n1	-1.7%	0%	-12%	-5%
Cc1sc2nc(SCC(=O)N3CCCC3)[nH]c(=O)c2c1C	0.1%	3%	-2%	4%
CCOc1ccc(CNC(=O)c2ccc3nc(CC)c(CC)nc3c2)cc1OC	?	6%	20%[10.9 µM]	-21%
CCC(C)C(=O)Nc1nnc(-c2cccs2)s1 (configuration not stated)	8.0%	-8%	-8%	-4%
CCOc1ccc(C(=O)Nc2ccc(NC(=O)c3ccccc3)cc2)cc1Br	1.0%	0%	-12%[10.9 µM]	-29%
Cc1ccc(Cl)cc1Nc1nn2c(=O)c3ccc(C(=O)NC4CCC(C)CC4)cc3nc2s1 (configuration not stated)	-1.0%	18%	7%[10.9 µM]	-20%
COc1cc2nc(NC(=O)c3ccc(S(=O)(=O)N4CCc5ccccc54)cc3)sc2cc1OC	?	-2%	-8%[10.9 µM]	-10%
CCOC(=O)c1c(-c2ccc(OC)c(OC)c2)csc1NC(=O)c1ccccc1F	-0.5%	-6%	-12%[10.9 µM]	14%
Cc1ccc(-n2c(SCC(=O)N3CCOCC3)nnc2-c2cccnc2)cc1	-1.2%	1%	-3%	-1%
Cc1ccc(/C=C/C2=CC3(C)CC2(C)C(c2ccc(C)cc2)CC3=O)cc1 (configuration not stated)	.	1%[9.22 µM]	.	-3%[9.22 µM]
CC12C=C(/C=C/C=C/c3ccccc3)C(C)(C1)C(/C=C/c1ccccc1)CC2=O (configuration not stated)	.	9%[9.22 µM]	.	24%[9.22 µM]
O=C(CSc1nccn1-c1ccc(F)cc1)Nc1nc2ccccc2s1	?	4%	-13%[10.9 µM]	-27%
Cc1ccc(-c2noc(CNc3ccccc3)n2)cc1	.	-14%	.	-5%
COCn1c(-c2ccc(OC)c(OC)c2)nc2ccccc21	1.1%	?	-43%[inhibitor]	?
COc1cc(C2C(C#N)=C(N)Oc3c2oc(CO)cc3=O)ccc1OC(C)C (configuration not stated)	0.8%	-3%	-5%	-1%
CCO/N=C(/C)c1c(O)c(C)c(-c2ccccc2)n(-c2ccccc2)c1=O	.	-8%	.	-1%
c1ccc(CNc2nc3c(-c4ccccc4)nnn3c3ccccc23)cc1	?	2%	-14%[10.9 µM]	5%
Cc1nn(-c2ccccc2)c(Cl)c1C1C(C#N)=C(N)OC2=C1C(=O)CC(C)(C)C2 (configuration not stated)	4.3%	3%	-19%	-1%
Cc1cc(-n2c(C)nc3ccccc3c2=O)ccc1NC(=O)c1ccc([N+](=O)[O-])cc1	0.6%	-5%	-6%[10.9 µM]	3%
Cc1ccc(NC(=O)COC(=O)Cn2c(C)csc2=O)cc1C	-2.5%	-2%	4%	1%
CCN(CC)C(=O)CSc1nc2cc3c(cc2c(=O)n1CCCCCC(=O)NCc1ccc(OC)cc1)OCO3	?	-2%	20%[10.9 µM]	-6%
O=C(O)c1csc(Br)c1Br	0.8%	18%	.	3%
COc1ccc(CNC(=O)c2cc(C3CC3)nc3c2c(C)nn3-c2cccc(Cl)c2C)cc1	-2.9%	5%	9%[10.9 µM]	-1%
CCc1ccc(NC(=O)CSc2nc3c(sc4ccccc43)c(=O)n2CCCOC)cc1	-2.9%	4%	-3%[10.9 µM]	10%
CCOc1ccc(CC(=O)NCCc2sc3nc(-c4ccc(F)cc4)nn3c2C)cc1	?	-6%	-13%[10.9 µM]	-24%
COc1cccc(CNC(=O)Cn2c(=O)c3cccn3c3ccc(F)cc32)c1OC	0.5%	7%	8%[10.9 µM]	-3%
CCn1c(=O)n(CC)c2cc(N3CCCCC3)c(NC(=O)Nc3ccccc3C(F)(F)F)cc21	?	11%	-6%[10.9 µM]	?
CC(C)(C)c1ccc(C(=O)Nc2ccc(-c3nc4cc(Cl)ccc4o3)cc2)cc1	-1.4%	-6%	3%[10.9 µM]	18%
CCSc1nnc(NC(=O)c2ccc3c(c2)OCO3)s1	-4.6%	-2%	-23%	1%
O=C(NCCC1=CCCCC1)C1CCN(S(=O)(=O)c2cccc3cccnc23)CC1	-3.0%	3%	3%	10%
Cc1ccc(Cl)cc1N1CCN(CCCNc2ncnc3onc(-c4ccc(Cl)cc4)c23)CC1	?	-2%	-5%[10.9 µM]	-3%
COc1cc(S(=O)(=O)N2CCN(C)CC2)ccc1Cl	0.5%	-1%	-13%	2%
CC(Oc1ccccc1)C(=O)Nc1ccc(S(=O)(=O)NCC2CCCO2)cc1 (configuration not stated)	4.7%	8%	-8%	13%
CCOc1ccc(CNC(=O)CCCn2c(=O)c3cccn3c3ccc(F)cc32)cc1	?	-1%	-10%[10.9 µM]	21%
C=CCCCC	0.1%	10%[1.84 µM]	-5%	-16%
CCc1ccc(NC(=O)Cn2c(SC)nc3ccccc32)cc1	1.7%	4%	-18%	5%
CCOC(=O)c1c(C)[nH]c(C(=O)Cn2nnc(-c3ccccc3Cl)n2)c1C	-0.9%	-8%	-4%	-5%
CCOc1ccccc1-n1c(SCC(=O)N2CCCC2)nnc1-c1ccoc1C	?	9%	-1%	4%

Looked up by compound from the list above (6):
SMILES	IkB sig inh	p53ts 32C kill	Peg3 imprint	p53ts 39C kill
Cc1nn(-c2ccccc2)c(Cl)c1C1C(C#N)=C(N)OC2=C1C(=O)CC(C)(C)C2 (configuration not stated)	4.3%	3%	-19%	-1%
CCCCOC(=O)c1ccc(-n2nnc3c(sc4nc(C)cc(C)c43)c2=O)cc1	?	9%	-16%[10.9 µM]	4%
Cc1cc(-n2c(C)nc3ccccc3c2=O)ccc1NC(=O)c1ccc([N+](=O)[O-])cc1	0.6%	-5%	-6%[10.9 µM]	3%
CCOC(=O)c1ccc(NC(=O)C(C)NS(=O)(=O)c2ccc(OC)cc2)cc1 (configuration not stated)	-1.8%	2%	3%	-3%
CCOc1ccccc1-n1c(SCC(=O)N2CCCC2)nnc1-c1ccoc1C	?	9%	-1%	4%
CCOc1ccc(C(=O)Nc2ccc(NC(=O)c3ccccc3)cc2)cc1Br	1.0%	0%	-12%[10.9 µM]	-29%

The listing continues.
SMILES	IkB sig inh	p53ts 32C kill	Peg3 imprint	p53ts 39C kill
COc1ccc(-c2c3c(=O)n(C)c(=O)n(C)c3c3n2-c2ccccc2NC3c2ccccc2OC)cc1 (configuration not stated)	?	1%	-16%[10.9 µM]	6%
CC1CCN(CCc2nc3cc(NS(=O)(=O)c4ccc(F)cc4)ccc3n2C)CC1	?	6%	-15%	8%
COC(=O)c1cc(OC)c(OC)cc1NC(=O)c1ccoc1C	0.5%	3%	3%	9%
CCOC(=O)c1ccc(N2C(=O)c3n[nH]c(-c4cccs4)c3C2c2ccc(C)cc2)cc1 (configuration not stated)	?	0%	21%[10.9 µM]	15%
CCCCNC(=O)CCc1c(C)nc2cc(-c3ccccc3)nn2c1C	?	1%	-9%[10.9 µM]	-17%
COc1ccc(-c2nc3ccccc3o2)cc1NC(=O)COc1ccc(C(C)(C)C)cc1	-1.0%	-17%	-19%[10.9 µM]	-29%
Cc1nc(N2CCN(c3ccccc3)CC2)c2c3c(sc2n1)CCC3	?	29%	24%	18%
Cc1cc(C)c2c(n1)nn1c(NCCN3CCOCC3)cc(C)nc21	0.6%	7%	-19%	3%
Cc1cc(C(=O)CSc2nnc(-c3ccccc3)n2C)c(C)n1C	1.9%	-11%	-20%	9%
CC(C)Oc1ccc(CNC(=O)Cc2ccc(NC(=O)N3CCSc4ncccc43)cc2)cc1	?	-8%	9%[10.9 µM]	?
COc1ccc(C2(C(N)=O)CCCCC2)cc1OC	.	9%	.	-7%
COc1ccc(C)cc1NC(=O)c1ccc2c(c1)OCO2	-0.6%	?	-19%	?
COc1ccc(N2CCN(C(=O)c3cn(C4CCCC4)c(=O)c4c3c3ccccc3n4C)CC2)cc1	?	8%	-29%	-10%
CCOC(=O)N1CCc2c(sc3c2c(=O)n(-c2ccc(CC)cc2)c(=O)n3Cc2ccc(F)cc2Cl)C1	?	-6%	-10%[10.9 µM]	-19%
O=S(=O)(NCc1cn2ccsc2n1)c1ccc2c(c1)OCCO2	0.2%	8%	3%	13%
Cc1csc(SCC(=O)N2CCN(S(=O)(=O)c3ccccc3)CC2)n1	0.8%	3%	8%	-1%
CN1CCN(CC(=O)N2c3ccccc3C(=O)Nc3cccnc32)CC1	0.3%	-15%	-9%	-14%
Cc1cccc(N(C)C(CNS(=O)(=O)c2ccccc2)c2ccccc2)c1 (configuration not stated)	?	23%	-12%[10.9 µM]	32µM*
CCOC(=O)c1ccc(NC(=O)CSc2nnc(CNC(=O)c3ccccc3F)o2)cc1	2.3%	34%[activator]	-4%	14%
CCC(C)(C(=O)NC1CCCC1)N(Cc1cccs1)C(=O)Cc1cccs1 (configuration not stated)	-1.2%	-2%	-17%	-12%
CC1=C(c2ccc(Cl)cc2)S(=O)(=O)N=C1N1CCN(c2cc(C)ccc2C)CC1	-0.3%	-12%	-17%[10.9 µM]	1%
CCOc1ccc(CNC(=O)c2cccn2-c2nnc(N3CCCCC3)s2)cc1OC	0.6%	3%	2%[10.9 µM]	-13%
N#Cc1c(C(F)(F)F)cc(-c2ccco2)nc1SCc1ccccn1	4.6%	0%	-13%	-2%
O=C(Nc1ccc2nsnc2c1)c1cccs1	2.8%	8%	-39%[inhibitor]	-2%
O=C1CC(N2CCN(c3ccccn3)CC2)C(=O)N1CC(c1ccccc1)c1ccccc1 (configuration not stated)	.	?	.	19%
CCOCCCNC(=O)C(=O)Nc1c2c(nn1-c1ccccc1)CSC2	-1.4%	1%	-11%[10.9 µM]	2%
Cc1ccc(S(=O)(=O)NCC(=O)N(CC(=O)NC2CCCC2)c2ccc3c(c2)OCCO3)cc1	-1.6%	10%	0%	6%
CCn1cc(C(=O)N(CCCN2CCOCC2)Cc2ccco2)c(=O)c2ccc(C)nc21	-1.3%	-8%	-17%	1%
Cn1c(SCC(N)=O)nnc1C1CCN(C(=O)NC2CCCCC2)CC1	-1.2%	4%	5%	0%
CCOC(=O)c1c(C)oc2nc(C)nc(NCCc3ccc(OC)c(OC)c3)c12	-0.7%	-2%	-10%[10.9 µM]	0%
COC(=O)c1c(N)n(-c2ccc(OC)c(Cl)c2)c2nc3ccccc3nc12	-0.3%	-10%	-16%[10.9 µM]	14%
Cc1csc(NC(=O)C2C3C=CC(O3)C2C(=O)O)n1 (configuration not stated)	-0.6%	-1%	14%	5%
N=C(N)S/C=C\C(=O)O	0.2%	1%	-26%	-10%
NC(=O)CSc1nnc(-c2cccnc2)n1CCc1ccccc1	7.8%	-16%	6%	-2%
Cc1cc(Cl)c(S(=O)(=O)Nc2ccc3c(c2)OCO3)cc1OCC(N)=O	6.1%	1%	-17%	7%
Cc1cc(C)c2[nH]c(=O)c(CN(CC3CCCO3)C(=O)c3cnccn3)cc2c1 (configuration not stated)	1.6%	2%	-17%	-16%
CCCOc1ccc(C2c3c(oc4ccccc4c3=O)C(=O)N2c2ccc(C)cn2)cc1OCC (configuration not stated)	-2.2%	-2%	-4%[10.9 µM]	10%
CCOc1ccc(-c2cn3c(n2)sc2cc(C(=O)NC(C)C45CC6CC(CC(C6)C4)C5)ccc23)cc1 (configuration not stated)	5.4%	-1%	5%[10.9 µM]	4%
Cc1nnc(SCC(=O)NC(C)(C)C)n1CCc1ccccc1	-0.5%	14%	1%	-5%
